Screening results (PubChem BioAssay)
bIAP inhibitor: blocks bovine intestinal alkaline phosphatase activity; purified bovine IAP, CDP-star luminescence, 30 min; inhibition, % at 20 µM; 190,000 tested, under 10 active;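 active = over 50% inhibition of intestinal alkaline phosphatase at 20 µM in the single-dose screen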
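Incubation: 30 min reaction at room temperature / Material: purified bovine intestinal alkaline phosphatase (IAP) enzyme / Input: enzyme at 1/65,000,000 dilution / Dosing: 20 µM single dose / Signal: CDP-star luminescence signal / Reagent: CDP-star chemiluminescent phosphatase substrate, 30 µM final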
FLuc act counter: affects firefly luciferase, flagging false hits in luciferase stimulation screens; P08659; ATPlite luciferase biochemical, luminescence, 10 min; 0 = ATP-free wells, 1 = DMSO control; activation factor at 10 µM; 200,000 tested, under 10 active; AID 1027;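 active = luciferase activation factor, scaled between plate controls, of at least 2 with compound at 10 µM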
Target sequence (P08659 whole entry, looked up): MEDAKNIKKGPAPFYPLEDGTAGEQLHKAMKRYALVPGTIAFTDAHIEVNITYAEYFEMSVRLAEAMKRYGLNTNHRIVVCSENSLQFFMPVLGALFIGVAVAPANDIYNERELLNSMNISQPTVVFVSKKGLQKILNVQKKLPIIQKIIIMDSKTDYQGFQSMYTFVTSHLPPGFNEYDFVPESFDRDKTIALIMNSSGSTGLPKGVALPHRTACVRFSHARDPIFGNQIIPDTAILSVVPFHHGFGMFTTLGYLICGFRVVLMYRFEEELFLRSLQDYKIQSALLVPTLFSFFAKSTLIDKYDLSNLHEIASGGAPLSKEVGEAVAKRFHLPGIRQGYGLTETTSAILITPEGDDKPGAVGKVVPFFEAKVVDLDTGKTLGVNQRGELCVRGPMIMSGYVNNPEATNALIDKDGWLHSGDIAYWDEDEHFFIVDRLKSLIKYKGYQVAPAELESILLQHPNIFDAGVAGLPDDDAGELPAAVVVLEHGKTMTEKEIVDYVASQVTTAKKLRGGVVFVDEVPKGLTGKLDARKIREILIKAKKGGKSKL
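Assay system: Luciferase/luciferin detection reagent, cell-free biochemical luciferase assay / Also added: ATP substrate / Schedule: 10 min at ambient temperature / Measured by: luminescence measurement of luciferase light output / Benchmarks: low control with PBS replacing ATP, high control enzyme plus ATP without compound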
RAM inhibit: inhibitors of the yeast RAM network; S. cerevisiae dse1pr::URA3 reporter, 5-FOA growth OD615, 2 d; analog-sensitive cbk1-as2 kinase mutant strain; inhibition, % at 50 µM; 1.8% of 190,000 active; AID 868;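 active = inhibition above a set limit, 3 SD over mean compound inhibition, cut at about 8.4% in these data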;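 note: 0% = DMSO-only wells with no growth and 100% = 10 µM 1-NA-PP1 full growth; inhibition rescues growth on 5-FOA so higher OD means more RAM inhibition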
FLuc inh counter: counter-screen for luciferase assay inhibitors: firefly luciferase inhibition. 1.5% of 200,000 active. ATPLite firefly luciferase biochemical luminescence, 10 min. inhibition, % at 10 µM. P08659;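 active = inhibition above about 50% when tested at 10 µM, limit read from the data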
TNAP inh no acc: inhibitors of human TNAP without phosphate acceptor; P05186; purified TNAP, CDP-star luminescence, 30 min; inhibition, % at 20 µM; 0.26% of 200,000 active;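 active = tissue-nonspecific alkaline phosphatase inhibition above about 50% at 20 µM in the single-dose screen, limit read from the data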;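 note: 0% = DMSO negative control and 100% = EDTA positive control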
Target sequence (P05186 whole entry, looked up): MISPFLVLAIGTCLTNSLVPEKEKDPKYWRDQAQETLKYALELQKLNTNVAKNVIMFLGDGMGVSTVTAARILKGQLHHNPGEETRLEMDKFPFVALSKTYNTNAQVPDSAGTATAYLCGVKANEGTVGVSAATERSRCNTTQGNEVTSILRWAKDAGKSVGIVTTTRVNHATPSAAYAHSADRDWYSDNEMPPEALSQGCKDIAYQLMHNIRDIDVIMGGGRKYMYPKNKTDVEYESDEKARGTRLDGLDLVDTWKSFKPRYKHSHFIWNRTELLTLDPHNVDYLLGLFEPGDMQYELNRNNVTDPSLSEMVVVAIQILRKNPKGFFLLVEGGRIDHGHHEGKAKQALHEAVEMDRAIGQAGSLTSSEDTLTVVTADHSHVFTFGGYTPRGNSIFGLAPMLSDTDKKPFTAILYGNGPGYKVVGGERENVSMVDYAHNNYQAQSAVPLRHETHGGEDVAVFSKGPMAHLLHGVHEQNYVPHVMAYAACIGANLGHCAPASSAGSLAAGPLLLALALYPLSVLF
APP transl inh: APP translation inhibition; SH-SY5Y APP 5'UTR-luciferase reporter, luminescence; inhibition, % at 2 µM; 0.82% of 190,000 active; AID 1285;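 active = inhibition above a set limit, derived from the sample mean plus 3 SD, cut at about 45% in these data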; note: values of inactives mirror those of a sister screen read the other way
TNAP act hiacc: activators of human TNAP at high phosphate acceptor concentration; activation factor at 20 µM; purified TNAP, CDP-star luminescence, 1 M DEA, 30 min; active compounds read high; 0 = EDTA background, 1 = DMSO-only activity; 200,000 tested, under 10 active; P05186;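 active = activation factor at least 2 at 20 µM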
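Assay system: human TNAP; Input: enzyme diluted 1/800 final; Reagent: CDP-star luminogenic substrate at 100 µM final; Timing: 30 min, room temperature; Signal: luminescence; Evaluation: TNAP activation factor scaled between EDTA and DMSO control wells.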
Lmaj promast: inhibitors of Leishmania major promastigote growth; Leishmania major promastigotes, resazurin fluorescence viability; inhibition, % at 10 µM; 9% of 200,000 active; in the data active = inhibition above about 50%;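 note: promastigotes grown with compound for 44 hours at 28 °C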
TNAP inh hi DEA: blocks human TNAP under high phosphate acceptor concentration. 0.03% of 200,000 active. P05186. inhibition, % at 20 µM. AID 1135. purified TNAP, CDP-star luminescence, 1 M DEA;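 active = over 50% inhibition of tissue-nonspecific alkaline phosphatase at 20 µM in the single-dose screen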;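 note: plate controls were DMSO wells for no effect and EDTA-quenched wells as full inhibition for full effect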
bIAP act: increases bovine intestinal alkaline phosphatase activity; 0.17% of 200,000 active; purified bovine IAP, CDP-star luminescence, 30 min; active compounds read high; fold of DMSO-control signal, blank-subtracted; AID 1016; activation factor at 20 µM;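 active = activation factor of 2 or more at 20 µM, a signal rise over negative controls twice the positive control's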
Active calls of the source: *; . = no result given; & = joins results of further samples.

no.	mol	bIAP inhibitor	FLuc act counter	RAM inhibit	FLuc inh counter	TNAP inh no acc	APP transl inh	TNAP act hiacc	Lmaj promast	TNAP inh hi DEA	bIAP act
1	N#CC(c1ccccc1)c1cccc(Cl)n1 (stereo not given)	2	1	1.1	1	-9	13	1	6	-3	1
2	Cc1ccc(NC(=O)c2ccc3c(c2)OCCO3)cc1	3	0.1	1.5	89*	-1	-145	1	-6	-5	1
3	O=C(CCCOc1ccc(Cl)cc1Cl)Nc1cccnc1	16	1	-0.5	1	-16	2	1	28	-3	0.8
4	COc1ccc(CC(=O)N2CCN=C2SC)cc1	1	1.1	0.6	-5	-18	-1	1	8	-3	1
5	CCOc1ccc(/C=C2\SC(=S)N(N3C(=O)C4CC4C3=O)C2=O)cc1 (stereo not given)	5	0.9	3.3	7	-7	18	1	-8	1	0.9
6	CC(C)C(=O)Nc1ccc(C(=O)N2CCCCCC2)cc1	8	1.1	-0.2	-6	-14	11	1.1	0	-8	0.9
7	CCN(CCNc1ccc(Cl)cc1[N+](=O)[O-])C(=O)c1cc([N+](=O)[O-])c(N(C)C)cc1OC	43	1.1	-0.1	-7	18	-2	0.9	26	12	0.6
8	CN(c1ccc(OCc2nnc(-c3ccccc3)o2)cc1)S(=O)(=O)c1ccccc1	-15	1	7.6	-5	-4	0	1	54*	-3	1.1
9	COc1ccc(OCc2cn3c(C)cc(C)nc3n2)cc1	13	0.9	1.4	11	-8	-3	1	-3	-3	0.9
10	O=C(O)C1CC=CCC1C(=O)c1ccccc1 (stereo not given)	7	1.1	1.5	-10	-15	-1	1.1	-2	-9	0.9
11	COC(=O)c1cc(NC(=O)Cc2ccc(OC)c(OC)c2)cc(C(=O)OC)c1	-5	1	0.9	-4	-16	8	1.1	2	-6	1
12	COc1ccccc1NC(=O)CSc1nnc(-c2ccc(C)cc2)o1	-19	1	.	-1	-16	-181	1	-3	0	1.2
13	Cc1nc2n(n1)C(c1ccccc1)C1=C(CC(c3ccco3)CC1=O)N2 (stereo not given)	0	0.9	1.7	7	14	-8	1	-2	3	1
14	O=C(C1CCN(S(=O)(=O)c2cccc3nsnc23)CC1)N1CCc2ccccc2C1	3	1	0.7	-5	-6	-6	1	6	0	1
15	O=C(COC(=O)CNC(=O)c1ccccc1)Nc1ccccc1Cl	-18	1	0.6	-2	-4	1	1	-6	-3	1.2
16	Cc1cccc(NC(=O)COc2ccc(/C=C\c3[nH]c(=O)[nH]c(=O)c3[N+](=O)[O-])cc2)c1	-1	1	1.9	-3	-1	-18	1	-6	0	1
17	O=C(CCC1CCCCC1)Nc1nccs1	16	1	0.8	2	-7	-13	1	-4	-1	0.8
18	Cc1c(NC(=O)COC(=O)c2ccccc2Cl)c(=O)n(-c2ccccc2)n1C	1	1.1	1.0	-9	-12	4	1	-6	-4	1
19	Cc1ccc(/C=C2\SC(N3CCCC3)=NC2=O)cc1	7	0.9	1.4	11	-5	-3	1	8	-3	0.9
20	Cc1c(C(=O)O)c(=O)n(-c2ccccc2)n1-c1ccccc1	-9	1.1	0.9	-6	-6	-7	1	-6	-3	1.1
21	Cc1ccc(S(=O)(=O)N2CCN(S(=O)(=O)N3CCCCC3)CC2)cc1	6	1	3.3	-3	-10	30	1	-4	-2	0.9
22	CN1CCN(C(=O)C2=C[C@@H](c3ccc(C(F)(F)F)cc3)C[C@@H](OCCCCO)O2)CC1	-21	1	2.0	-2	-9	-17	1.1	-6	-7	1.2
23	CCOC(=O)c1c(C)nc2c(c1-c1ccc(OC)c(OC)c1)C(=O)c1ccccc1-2	7	1.1	4.4	-6	-15	3	1.1	-2	-5	0.9
24	Cc1ccccc1-c1cc2nc(-c3ccc([N+](=O)[O-])cc3)cc(=O)n2[nH]1	8	1	2.2	0	37	28	1	-6	0	0.9
25	O=C(C1=C[C@@H](c2coc3ccccc3c2=O)C[C@@H](OCc2ccc(CO)cc2)O1)N1CCN(Cc2ccccc2)CC1	-16	1	-0.5	-2	-2	9	1	32	-2	1.2
26	CCCS(=O)(=O)N1CCC(C(=O)NC2CCCC(C)C2C)CC1 (stereo not given)	-8	1	2.8	2	-13	0	1	0	-5	1.1
27	CC(C)CCOP(=O)(c1ccc(N(C)C)cc1)C(O)c1ccccn1 (stereo not given)	-10	1	2.9	-1	-10	4	1.1	-1	-7	1.1
28	Cc1ccc(-c2noc(CCC(=O)NCc3ccc4c(c3)OCO4)n2)cc1	15	1	2.4	-1	-8	-5	1	-9	-4	0.9
29	COc1cccc(S(=O)(=O)NCC(=O)Nc2ccc(C(C)(C)C)cc2)c1	24	1	2.9	-4	-4	9	1	-1	-2	0.8
30	CC1CCN(C(=O)CSc2nnc(-c3ccncc3)n2C)CC1	10	1	-0.1	-2	-11	10	1	-7	-1	0.9

Random excerpt: two records from the list, in no set order.
no.	mol	bIAP inhibitor	FLuc act counter	RAM inhibit	FLuc inh counter	TNAP inh no acc	APP transl inh	TNAP act hiacc	Lmaj promast	TNAP inh hi DEA	bIAP act
22	CN1CCN(C(=O)C2=C[C@@H](c3ccc(C(F)(F)F)cc3)C[C@@H](OCCCCO)O2)CC1	-21	1	2.0	-2	-9	-17	1.1	-6	-7	1.2
9	COc1ccc(OCc2cn3c(C)cc(C)nc3n2)cc1	13	0.9	1.4	11	-8	-3	1	-3	-3	0.9

Structures listed so far that have four or more nitrogen atoms:
no.	mol	bIAP inhibitor	FLuc act counter	RAM inhibit	FLuc inh counter	TNAP inh no acc	APP transl inh	TNAP act hiacc	Lmaj promast	TNAP inh hi DEA	bIAP act
7	CCN(CCNc1ccc(Cl)cc1[N+](=O)[O-])C(=O)c1cc([N+](=O)[O-])c(N(C)C)cc1OC	43	1.1	-0.1	-7	18	-2	0.9	26	12	0.6
13	Cc1nc2n(n1)C(c1ccccc1)C1=C(CC(c3ccco3)CC1=O)N2 (stereo not given)	0	0.9	1.7	7	14	-8	1	-2	3	1
14	O=C(C1CCN(S(=O)(=O)c2cccc3nsnc23)CC1)N1CCc2ccccc2C1	3	1	0.7	-5	-6	-6	1	6	0	1
16	Cc1cccc(NC(=O)COc2ccc(/C=C\c3[nH]c(=O)[nH]c(=O)c3[N+](=O)[O-])cc2)c1	-1	1	1.9	-3	-1	-18	1	-6	0	1
24	Cc1ccccc1-c1cc2nc(-c3ccc([N+](=O)[O-])cc3)cc(=O)n2[nH]1	8	1	2.2	0	37	28	1	-6	0	0.9
30	CC1CCN(C(=O)CSc2nnc(-c3ccncc3)n2C)CC1	10	1	-0.1	-2	-11	10	1	-7	-1	0.9

Further entries.
no.	mol	bIAP inhibitor	FLuc act counter	RAM inhibit	FLuc inh counter	TNAP inh no acc	APP transl inh	TNAP act hiacc	Lmaj promast	TNAP inh hi DEA	bIAP act
31	O=C(CCN1CCOCC1)NNC(=O)/C(=C/c1ccccc1)NC(=O)c1ccccc1	-34	1	1.1	-3	-19	-18	1	-3	0	1.3
32	Cc1cc(NC(=O)CSc2nc3c(c(=O)n2-c2ccc(Br)cc2)SCC3)no1	0	1.1	0.1	-7	-6	10	1	-5	-2	1
33	Clc1ccc(OCc2nc(-c3ccccn3)no2)c(Br)c1	13	0.3	3.5	70*	-8	-138	1	-9	-2	0.9
34	CCCC(CCC)=NNC(=O)CN(Cc1ccccc1)S(=O)(=O)c1ccccc1	-4	1.1	0.8	-5	-1	0	1	33	0	1
35	CCn1c(N)c(C(=O)NCc2cccnc2)sc1=S	1	1	1.0	1	-13	11	1	-1	-4	1
36	Cc1ccc(OCC(=O)NNC(=O)C2CCCO2)c(C)c1 (stereo not given)	-49	1	1.4	-1	-72	-15	1	-8	-2	1.5
37	O=C(CSc1nnnn1-c1ccccc1)N1CCc2ccccc21	10	1	1.5	-4	-12	18	1.1	0	-6	0.9
38	Cc1cc(C)n(CC(=O)c2ccc(Br)cc2)c(=O)c1C#N	14	0.8	3.4	21	-2	-17	1	-5	-1	0.9
39	Cc1oc2ccc(NS(=O)(=O)c3ccccc3)cc2c1C(=O)Nc1ccccc1	-20	1.1	5.1	-5	-15	-13	1	-1	0	1.2
40	CCn1c(SCC(=O)c2ccccc2)nc2ccccc2c1=O	13	1.1	3.2	-6	-9	2	1	11	-4	0.9
41	Cc1ccccc1CC(=O)c1ccc(O)c(C)c1O	-2	1.1	-1.0	-7	-2	-2	1	5	-2	1
42	O=C(c1cn(-c2ccccc2)nc1-c1cccs1)N(CCO)Cc1ccccc1	2	1.1	1.1	-7	-8	15	1	7	-2	1
43	Cc1cccc(N2CCN(C(=O)c3cccn4c(=O)c5c(C)c(C)sc5nc34)CC2)c1C	-7	1.1	0.0	-8	-18	-8	1	5	-5	1.1
44	COc1ccc(-c2noc(-c3cccc(OC)c3OC)n2)cc1OC	9	0.5	8.9*	49	-16	.	1.1	1	-9	0.9
45	COc1ccc(NC(=O)N(Cc2cc3cc(OC)c(OC)cc3[nH]c2=O)CC2CCCO2)cc1 (stereo not given)	4	1.1	-0.1	-5	-8	-2	1.1	12	-7	1
46	Cc1cc(C)nc(NS(=O)(=O)c2ccc(N)cc2)n1	9	1.1	-0.8	-5	-13	-10&1	1.1	-8	-5	0.9
47	O=C1OCCC1S(=O)(=O)c1ccc2ccccc2c1 (stereo not given)	9	1.1	0.3	-8	1	-5	1.1	-10	-6	0.9
48	Cc1ccc(CNC(=O)c2ccc(Cl)cc2[N+](=O)[O-])cc1	3	1	1.1	-3	5	-18	1	-1	2	1
49	COc1cc(C(=O)NCC2CCCO2)ccc1OCc1c(C)noc1C (stereo not given)	-4	1	-0.1	-4	-9	7	1.1	-3	-7	1
50	CCOC(=O)C1C(=O)C=C(/C=C/c2ccccc2)CC1c1ccc(Cl)cc1 (stereo not given)	12	1.1	3.1	-7	-5	-8	1	-1	2	0.9
51	Cc1ccccc1C(NC(N)=O)c1ccccc1 (stereo not given)	8	1.1	0.0	-5	-7	0	1	1	0	0.9
52	CC(C)OC(=O)CN1C(=O)C(C)(C)Oc2ccc(C(=O)NC(C)(C)C)cc21	4	1	-0.7	1	-10	-11	1.1	6	-5	1
53	O=C(N/N=C/c1ccccc1Cl)c1ccc(F)cc1	-4	0.2	2.1	78*	-11	-76	1.1	-3	-6	1
54	Cc1cc(C)c(C#N)c(SCC(=O)NC(C)(C)C)n1	12	1.1	0.2	-6	-14	1	1.1	-5	-8	0.9
55	Clc1nc(-c2n[nH]nc2Cl)n[nH]1	-2	1	1.7	-3	-8	-8	1	-8	2	1
56	COc1cc(SC)ccc1C(=O)NCc1ccccc1	15	1	1.9	4	-12	-4	1	2	-2	0.8
57	COC(=O)CSc1nc2cc(C)ccc2cc1C#N	6	1	0.3	-1	-14	-138	1	6	0	0.9
58	CN(Cc1ccc(-n2cccn2)cc1)Cc1cn(C)nc1-c1ccccc1F	-4	1.1	-0.1	-6	-13	12	1.1	-4	-8	1
59	O=C(c1cccc(Cl)c1)N1CCC(c2nc3ccccc3[nH]2)CC1	-10	0.9	0.8	5	13	-2	0.9	4	8	1.1
60	Cc1cc(Cl)ccc1OCc1nc(-c2ccncc2)no1	7	0.9	-1.9	11	-14	-96	1.1	3	-5	0.9
